# High-throughput results: PubChem, National Center for Advancing Translational Sciences (NCATS)
# AmpC detergent = blocks E. coli AmpC beta-lactamase in detergent assay; P00811; AmpC hydrolysis of nitrocefin, absorbance 480 nm, 0.01% Triton; Potency, µM (titrated, usually from 114 µM), inactives show at the top dose activity change, negative = inhibition, hits mostly inhibitors; hit rate 0.041% among 370,000;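 note: potency is the fitted concentration of half-maximal effect; 0% = no-compound wells and -100% = no-enzyme wells; nearly all actives have a fitted effect of over 25% in size; some results filed as inactive show a strong effect at the top dose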
# Target sequence (P00811 whole entry, looked up): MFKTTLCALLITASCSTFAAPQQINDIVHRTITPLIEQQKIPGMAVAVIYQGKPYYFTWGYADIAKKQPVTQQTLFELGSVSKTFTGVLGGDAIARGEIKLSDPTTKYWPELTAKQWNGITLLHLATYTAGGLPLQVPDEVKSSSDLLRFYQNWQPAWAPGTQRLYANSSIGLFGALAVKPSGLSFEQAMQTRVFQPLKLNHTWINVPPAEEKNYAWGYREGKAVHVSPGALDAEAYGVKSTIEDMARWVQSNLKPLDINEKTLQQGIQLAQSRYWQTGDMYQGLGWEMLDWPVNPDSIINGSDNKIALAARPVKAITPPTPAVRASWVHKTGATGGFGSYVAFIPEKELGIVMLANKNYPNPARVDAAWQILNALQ
#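 AmpC (5.3 nM in the dispensed reagent) in 20 mM phosphate pH 7.0 with 0.01% (detergent screen) or 0.0001% Triton X-100 was preincubated with compounds for 15 min at room temperature. Nitrocefin was then added from an 800 uM solution, and hydrolysis was followed at 480 nm.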
# HCMV inh = blocks human cytomegalovirus replication; HFF cells, HCMV-luciferase reporter, 72 h; hits give low values; activity change, negative = inhibition, % at 57.5 µM; hit rate 4.5% among 410,000; in the data active = activity change below about -60%; inconclusive = no clear call, values can overlap the other calls; inactive = above about -39%; note: % is set by controls: 0 for no effect and ±100 for the full control effect
#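 Two-dose cell screen: HFF monolayers treated with compounds and infected with luciferase-expressing HCMV at 1 PFU/cell, 72 h at 37C, then lysed for luciferase measurement.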
# Shiga inhibitor = Shiga toxin inhibition; Vero cells, Shiga toxin protein synthesis inhibition reporter; inhibition, % at 38.7 µM; hit rate 9.2% among 290,000; AID 2315; in the data active = inhibition mostly above about 28%, no sharp cut-off; inactive = mostly below about 43%; note: 0% is about no effect
# Cycloheximide cs = affects cycloheximide protein synthesis inhibition readout, counter-screen; cell reporter, cycloheximide protein synthesis inhibition counterscreen; max response, %; hit rate 12% among 300,000; AID 2314; in the data active = max response mostly above about 13%, no sharp cut-off; inactive = mostly below about 14%; note: read at 38.3 µM for the half of the compounds with a filed dose; 0% is about no effect
# AmpC inh no detg = AmpC beta-lactamase inhibition without detergent; P00811; AmpC nitrocefin hydrolysis, absorbance 480 nm, 0.0001% Triton; Potency, µM (series often up to 57.1 µM), for inactives: at the top dose activity change, negative = inhibition, hits mostly inhibitors; hit rate 0.52% among 330,000; AID 485341;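 note: potency is the fitted concentration of half-maximal effect; plate controls were no compound for no effect and no enzyme for full effect; nearly all actives have a fitted effect of over 20% in size; some results filed as inactive show a strong effect at the top dose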
#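 AmpC (5.3 nM in the dispensed reagent) in 20 mM phosphate pH 7.0 with 0.01% (detergent screen) or 0.0001% Triton X-100 was preincubated with compounds for 15 min at room temperature. Nitrocefin was then added from an 800 uM solution, and hydrolysis was followed at 480 nm.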
# AMA1-RON2 inh = disrupts binding of P. falciparum AMA1 to RON2; AlphaScreen AMA1-biotinylated RON2 peptide binding; Potency, µM (highest dose often 58.2 µM), for the others: top-dose activity change, negative = inhibition, usual class: inhibitors; hit rate 0.2% among 360,000; AID 720542;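 note: potency is the fitted concentration of half-maximal effect; 0% = vehicle wells and -100% = peptide control; nearly all actives have a fitted effect of over 45% in size; some results filed as inactive show a strong effect at the top dose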
#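 AMA1 (3D7) with his tag at 25 nM final met compounds first, then biotinylated RON2 peptide at 25 nM; detection used donor plus acceptor beads, 10 µg/mL apiece, read by AlphaScreen after 30 min at room temperature.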
# FBPA Giardia inh = Giardia lamblia aldolase inhibition | A8B2U2 | purified Giardia FBPA | Potency, µM (top dose mostly 59.6 µM), inactives show at the highest dose activity, negative = inhibition, hits mostly inhibitors | hit rate 0.71% among 290,000 | AID 2451; note: potency is the fitted concentration of half-maximal effect; % is set by controls: 0 for no effect and ±100 for the full control effect; nearly all actives have a fitted effect of over 55% in size
# Target sequence (A8B2U2 whole entry, looked up): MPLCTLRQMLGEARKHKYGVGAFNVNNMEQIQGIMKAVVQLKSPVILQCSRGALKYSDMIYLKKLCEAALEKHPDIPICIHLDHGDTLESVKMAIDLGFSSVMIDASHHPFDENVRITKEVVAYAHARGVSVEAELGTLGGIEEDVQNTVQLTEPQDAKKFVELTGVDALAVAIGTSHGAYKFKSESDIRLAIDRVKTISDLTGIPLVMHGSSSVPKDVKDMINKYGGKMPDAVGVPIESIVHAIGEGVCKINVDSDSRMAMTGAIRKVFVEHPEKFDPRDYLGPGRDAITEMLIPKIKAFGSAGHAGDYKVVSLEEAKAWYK
#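 Giardia FBPA (40 nM reagent) was preincubated 10 min at RT with compound (up to 57.5 uM final), then substrate plus GAPDH/TPI/NAD/arsenate coupling system with diaphorase/resazurin was added; resorufin fluorescence (525/598 nm) was read after 20 min.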
# Numbers without * were called inactive; ? = inconclusive; nt = no result given; [ ] = remark or other dose. Unless noted, calls come from the whole dose curve; as a rule, active = well fitted curve in the direction sought with a large enough effect; inconclusive = small, poorly fitted or top-dose-only effect, or another doubt; inactive = no such curve, though single readings can be large; an effect the other way counts as inactive or inconclusive.
# Field names – A = AmpC detergent; B = HCMV inh; C = Shiga inhibitor; D = Cycloheximide cs; E = AmpC inh no detg; F = AMA1-RON2 inh; G = FBPA Giardia inh
CC(C)(C)[C@H]1CCC(=O)N([C@H](CN=[N+]=[N-])Cc2ccccc2)CC1
  A: ?; B: -28; C: 0; D: 1; E: 11%; F: -3%; G: 4%
O=S(=O)(/N=C(\c1ccc(Cl)cc1)N1CCOCC1)c1ccccc1
  A: -11%; B: -25; C: -18; D: -2; E: 0%; F: 0%; G: 5%
COc1cc(Cc2nccc3cc(OC)c(OC)cc23)c(NC(C)=O)cc1OC
  A: ?; B: 7; C: 6; D: 1; E: 18%; F: 5%; G: -7%
CC(=O)Nc1nonc1-c1nc2ccccc2n1Cc1ccccc1
  A: -2%; B: 46; C: 13; D: -2; E: -12%; F: 19%; G: 0%
CC(C)(C)Nc1nc(N2CCCC2)nc(N2CCCC2)n1
  A: -14%; B: -36; C: 15; D: -2; E: -17%; F: -1%; G: 6%
COc1ccc(C)cc1-n1nnnc1SCC(=O)c1cc(C)n(Cc2ccco2)c1C
  A: -14%; B: 40; C: -3; D: 27; E: -29%; F: 17%; G: -25%
CCn1c(CN2CCOCC2)nnc1SCC(=O)Nc1cccc(C)c1
  A: 2%; B: -12; C: -2; D: 1; E: -3%; F: -12%; G: nt
COc1ccccc1NC(=O)CN1CCN(CC(=O)Nc2cc(NC(C)=O)ccc2OC)CC1
  A: -6%; B: -14; C: -9; D: -1; E: 23%; F: 18%; G: -2%
CCc1cccc(OCC(=O)Nc2ccc(S(=O)(=O)Nc3onc(C)c3C)cc2)c1
  A: ?; B: 0; C: -9; D: -3; E: -31%; F: 10%; G: 27%
CCn1c(SCC(=O)Nc2ccccc2)nc2c1c(=O)n(C)c(=O)n2C
  A: 0%; B: 41; C: -2; D: 1; E: -14%; F: 18%; G: -3%
CCN(CC)CC(O)COc1ccccc1C(=O)CCc1ccccc1 (stereo not drawn)
  A: -6%; B: -16; C: -21; D: -5; E: 41%; F: -6%; G: -2%
COc1ccc(C(=O)COC(=O)c2ccc(-n3cnnn3)cc2)c(OC)c1
  A: ?; B: -23; C: nt; D: nt; E: 49%; F: 0%; G: nt
O=S(=O)(NCCCN1CCOCC1)c1ccc(F)c(Cl)c1
  A: ?; B: -21; C: nt; D: nt; E: -15%; F: -9%; G: nt
Cc1nc2sccn2c(=O)c1S(=O)(=O)N1CCN(c2cccc(C(F)(F)F)c2)CC1
  A: -8%; B: ?; C: -3; D: 1; E: 86%[activator]; F: -1%; G: -2%
CCCNC(=O)C1CCN(S(=O)(=O)c2ccc(-c3nn[nH]n3)cc2)CC1
  A: -10%; B: 12; C: -6; D: -3; E: -16%; F: -27%; G: 19%
CCOc1ccccc1C(=O)NCC(=O)N(C)Cc1cccnc1
  A: -10%; B: -34; C: -6; D: -3; E: -10%; F: -7%; G: -15%
C/C(Cn1cnc([N+](=O)[O-])n1)=N\NC(=O)c1cccnc1
  A: -1%; B: 6; C: 25; D: 14*; E: -12%; F: 51%[activator]; G: -6%
CCC(C)(C)c1ccc(OCCCC[n+]2ccc(C)cc2)c(C(C)(C)CC)c1
  A: -7%; B: -97*; C: -21; D: -5; E: 257%[activator]; F: -13%; G: -3%
CCC(=O)Nc1c(-c2ccc3ccccc3c2)nc2ccccn12
  A: 0%; B: 58; C: 50; D: 38*; E: 0%; F: 0%; G: 2%
Cc1[nH]n(-c2ccccc2)c(=O)c1/C=N/N(c1ccccc1)c1ccccc1
  A: -5%; B: -16; C: 19; D: -5; E: -38%; F: 2%; G: 12%
CC1CCC(C#N)(N(C)C(=O)CSc2nnc(C3CC3)n2C2CC2)CC1 (stereo not drawn)
  A: 3%; B: -38; C: nt; D: nt; E: -10%; F: -11%; G: nt
O=C(NC(Cc1ccccc1)C(=O)O)/C(=C\c1ccc(Br)cc1)NC(=O)c1ccc(Br)o1 (stereo not drawn)
  A: -14%; B: -16; C: -9; D: -4; E: -19%; F: -1%; G: 7%
Cc1ccc(-c2nnn(CC(=O)N(CC(=O)NC3CCCC3)c3ccccc3F)n2)o1
  A: 1%; B: 17; C: 3; D: -5; E: 4%; F: 17%; G: ?
CCN(CC)C(=O)CSc1nnc(-c2ccco2)n1Cc1ccco1
  A: 0%; B: 9; C: 2; D: -4; E: -12%; F: 5%; G: -3%
NNC(=O)CSc1nc(-c2ccccc2)cn1-c1ccccc1
  A: -1%; B: 19; C: 5; D: -3; E: -19%; F: 50%[activator]; G: -2%
Cc1cccn2c(NCc3ccc4c(c3)OCO4)c(-c3ccc(O)cc3)nc12
  A: ?; B: -24; C: -12; D: 11; E: -21%[11.4 µM]; F: -1%; G: -8%
CCOc1ccc(CNC(=O)C2CCN(S(=O)(=O)CC)CC2)cc1OC
  A: 3%; B: 9; C: -14; D: -5; E: -16%; F: 9%; G: 1%
COc1cc(CN2CCC(Cc3ccccc3)CC2)cc([N+](=O)[O-])c1O
  A: 10%; B: 44; C: nt; D: -3; E: -22%; F: ?; G: ?
CCOc1ccccc1Nc1cc(C)nc2nnnn12
  A: 7%; B: -7; C: 0; D: -2; E: -23%; F: 5%; G: 0%
Cc1ccc(-c2n[nH]c(=S)n2/N=C/c2ccc(C)o2)cc1
  A: 2%; B: -4; C: -1; D: -3; E: -20%; F: 15%[2.32 µM]; G: 8%

# Ordered by count of non-hydrogen atoms (descending): part of the list above
# Field names – A = AmpC detergent; B = HCMV inh; C = Shiga inhibitor; D = Cycloheximide cs; E = AmpC inh no detg; F = AMA1-RON2 inh; G = FBPA Giardia inh
CCc1cccc(OCC(=O)Nc2ccc(S(=O)(=O)Nc3onc(C)c3C)cc2)c1
  A: ?; B: 0; C: -9; D: -3; E: -31%; F: 10%; G: 27%
COc1cc(Cc2nccc3cc(OC)c(OC)cc23)c(NC(C)=O)cc1OC
  A: ?; B: 7; C: 6; D: 1; E: 18%; F: 5%; G: -7%
CCCNC(=O)C1CCN(S(=O)(=O)c2ccc(-c3nn[nH]n3)cc2)CC1
  A: -10%; B: 12; C: -6; D: -3; E: -16%; F: -27%; G: 19%

# Additional results
# Field names – A = AmpC detergent; B = HCMV inh; C = Shiga inhibitor; D = Cycloheximide cs; E = AmpC inh no detg; F = AMA1-RON2 inh; G = FBPA Giardia inh
CC(C)(C)NC(=O)C1CC(=O)OC1(C)C (stereo not drawn)
  A: 2%; B: 3; C: 4; D: -2; E: -4%; F: -2%; G: 7%
C=C(C)c1cccc(C(C)(C)NC(=O)N2CCCC2)c1
  A: -10%; B: 14; C: -9; D: 1; E: 5%; F: -5%; G: 3%
CC(NC(=O)c1ccc(F)cc1Cl)C1CC2CCC1C2 (stereo not drawn)
  A: -7%; B: -13; C: 36; D: 6; E: 63%[activator]; F: -12%; G: 16%
Cc1ccc(S(=O)(=O)N(CC(O)CN2CCCCC2)c2ccccc2)cc1 (stereo not drawn)
  A: ?; B: -17; C: 16; D: -1; E: -16%; F: 0%; G: -6%
CCCCCCSc1ccc([C@@H]2[C@@H]3C(=O)N(C)C(=O)[C@@H]3[C@]3(C(=O)OC)CCCCN23)cc1OC
  A: -1%; B: 29; C: nt; D: nt; E: 112%[activator]; F: -8%; G: nt
CCOC(=O)c1oc2ccccc2c1NC(=O)c1ccccc1OC
  A: 3%; B: -21; C: -14; D: -4; E: 21%; F: 24%; G: 1%
CCc1cc(=O)[nH]c(SCc2ccc(C)cc2)n1
  A: -3%; B: -32; C: -12; D: 8; E: -50%; F: 0%; G: -5%
Cc1noc(NC(=O)c2ccc(Cl)c(Cl)c2)c1Cl
  A: 3%; B: -10; C: 40; D: 16; E: -18%; F: 5%; G: -1%
CCOc1ccc(NC(=O)Nc2ccc3c(c2)nnn3C)cc1
  A: -10%; B: 7; C: 13; D: 2; E: -7%; F: 3%; G: -3%
CCOCCSc1nnc2nc(C)cc(C)n12
  A: ?; B: -9; C: 3; D: -1; E: 2%; F: 2%; G: 5%
CC(=O)Nc1sc(NC(=O)c2ccco2)nc1-c1cccs1
  A: 5%; B: 20; C: -5; D: -2; E: -6%; F: 3%; G: 2%
COC(=O)c1c(C)[nH]c(C(=O)C(C)OC(=O)C2CC2)c1C (stereo not drawn)
  A: -1%; B: -22; C: nt; D: nt; E: -8%; F: 9%; G: nt
COc1ccccc1NC(=O)CSc1nccn1Cc1ccc(F)cc1
  A: -4%; B: 70; C: -4; D: -4; E: 1%; F: -10%; G: nt
CCCCN(C(=O)c1ccc(N2CCCC2=O)cc1)c1c(N)n(CC(C)C)c(=O)[nH]c1=O
  A: ?; B: 5; C: nt; D: nt; E: -23%; F: 51%[activator][11.6 µM]; G: nt
O=C(O)c1ccccc1CSc1nc2ccccc2n1Cc1ccccc1C(=O)O
  A: 1%; B: -1; C: 23; D: 2; E: -30%; F: 7%; G: 24%
Cc1cccc(NC(=O)CSc2nnc(C)n2Cc2ccccc2)c1
  A: 2%; B: -14; C: -2; D: -1; E: 25%; F: 0%; G: 2%
CC(C)(C)OC(=O)N1CCC(NC(=O)c2[nH]cnc2C(=O)N[C@@H](Cc2ccccc2)C(=O)OCc2ccccc2)CC1
  A: -10%; B: -20; C: -2; D: -1; E: 68%[activator]; F: 116%[activator]; G: -6%
Cn1nc(-c2ccc(C(=O)NCCO)cc2)c2ccccc2c1=O
  A: -3%; B: 52; C: 16; D: 1; E: 0%; F: 14%; G: 0%
CCOC(=O)c1c(C)[nH]c(C(C)=O)c1C
  A: 5%; B: 39; C: -2; D: 2; E: -7%; F: -4%; G: 0%
O=C(OCCCCN1C(=O)c2ccccc2C1=O)c1ccc(S(=O)(=O)N2CCCC2)cc1
  A: -12%; B: 15; C: -16; D: -4; E: -11%; F: 0%; G: 0%
COC(=O)c1ccc(Sc2ccc(F)cc2)c(N)c1
  A: ?; B: -6; C: 65*; D: 24*; E: -31%; F: 12%; G: 7%
COc1cc(NC(=O)Cc2ccc(F)cc2)cc(OC)c1OC
  A: -2%; B: 53; C: 19; D: 5; E: -18%; F: 5%; G: -1%
CCOc1ccc(S(=O)(=O)N2CCC(C(=O)N3CCN(c4ccccc4)CC3)CC2)cc1
  A: 0%; B: nt; C: -3; D: 23; E: -30%; F: -11%; G: nt
COc1cc(-c2noc(C)c2/C=C/c2ccc(OC(C)=O)cc2)cc(OC)c1OC
  A: ?; B: -65*; C: -3; D: -2; E: 94%[activator]; F: -6%; G: 4%
Cc1cccc(N/C=C/C(=C(C#N)C#N)N(C)C)c1
  A: 4%; B: -3; C: -3; D: 7; E: -19%; F: 0%; G: -10%
CNC(=O)c1ccc(NC(=O)C2CCN(S(=O)(=O)c3cccc(C(F)(F)F)c3)CC2)cc1
  A: 12%; B: 0; C: nt; D: nt; E: -7%; F: -4%; G: nt
CC(=O)Nc1cccc(C(=O)OCC(=O)c2ccc(S(=O)(=O)N3CCCCC3)cc2)c1
  A: -20%; B: -18; C: nt; D: nt; E: -26%; F: 16%; G: nt
CCOc1cc(S(=O)(=O)N(CC)CC)c(OCC)cc1-n1cnnn1
  A: 0%; B: -13; C: -13; D: -3; E: 15%; F: 16%; G: -5%
